# Yp Topo-I inh – Yersinia pestis topoisomerase I inhibitors, primary screen, biochemical, cleavage product accumulation, plate reader, single point | DNA topoisomerase I (Yersinia pestis CO92) | Y. pestis Topo-I cleavage product accumulation | activity, % at 10 µM | 360,000 tested, 0.064% active | AID 504884, 2011; in the data active = activity above about 50%, passing the limit was not always enough; inconclusive = no clear call, values can overlap the other calls; note: inactives centre near 2
# BoNT F protease – BoNT/F light chain protease inhibitors, primary screen, biochemical, flow cytometry, MLPCN library. Multiplex microsphere protease cleavage assay. AID 588497, 2011. inhibition, % at 10 µM. Botulinum neurotoxin type F light chain protease (Clostridium botulinum). 360,000 tested, 0.22% active; in the data active = inhibition above about 35%, passing the limit was not always enough; inconclusive = no clear call, values can overlap the other calls; note: plate controls were buffer without enzyme for full effect and enzyme alone for no effect
# Anthrax LF prot – Bacillus anthracis LF protease inhibitors, primary screen, biochemical, multiplex microsphere, MLPCN library; Lethal factor (Bacillus anthracis), P15917; multiplex microsphere protease cleavage assay; inhibition, % at 10 µM; 360,000 tested, 0.12% active; AID 588501, 2011; note: plate controls were buffer without enzyme for full effect and enzyme alone for no effect
# Target sequence (P15917 whole entry, looked up): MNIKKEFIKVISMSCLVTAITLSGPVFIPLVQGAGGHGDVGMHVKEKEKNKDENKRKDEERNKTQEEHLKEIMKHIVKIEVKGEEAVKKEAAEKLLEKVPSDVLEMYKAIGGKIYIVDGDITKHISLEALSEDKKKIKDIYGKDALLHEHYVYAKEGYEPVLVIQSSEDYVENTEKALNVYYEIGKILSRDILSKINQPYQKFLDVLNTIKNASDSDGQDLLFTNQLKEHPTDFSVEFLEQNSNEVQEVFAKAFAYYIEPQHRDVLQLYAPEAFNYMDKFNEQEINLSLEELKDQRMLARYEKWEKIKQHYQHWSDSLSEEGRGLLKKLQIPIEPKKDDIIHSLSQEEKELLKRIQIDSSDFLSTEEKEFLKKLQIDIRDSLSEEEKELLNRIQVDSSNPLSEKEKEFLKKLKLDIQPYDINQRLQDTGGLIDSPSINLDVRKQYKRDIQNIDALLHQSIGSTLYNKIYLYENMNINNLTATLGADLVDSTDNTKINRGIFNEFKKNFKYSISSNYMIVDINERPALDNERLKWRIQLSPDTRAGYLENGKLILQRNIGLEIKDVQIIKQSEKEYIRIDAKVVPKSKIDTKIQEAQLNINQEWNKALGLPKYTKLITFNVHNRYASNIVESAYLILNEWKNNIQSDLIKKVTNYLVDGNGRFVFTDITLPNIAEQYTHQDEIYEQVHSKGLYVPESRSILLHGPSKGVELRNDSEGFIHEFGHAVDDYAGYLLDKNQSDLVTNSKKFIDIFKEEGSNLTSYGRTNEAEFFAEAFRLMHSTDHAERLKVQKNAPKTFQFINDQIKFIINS
# PrPC surface inh – inhibitors of human cell surface prion protein PrPC, primary screen, cell-based, TR-FRET; Major prion protein (Homo sapiens), P04156; AID 720596, 2013; TR-FRET read-out; 370,000 tested, 0.43% active; inhibition, % at 13.8 µM; in the data active = inhibition above about 24%; note: 0% = median of the test wells and 100% = reference compound wells
# FadD28 FP inh – inhibitors of FadD28 bisubstrate probe binding, primary screen, biochemical, fluorescence polarization, single point. inhibition, % at 12.5 µM. 360,000 tested, 0.22% active; in the data active = inhibition above about 8.5%, passing the limit was not always enough; inconclusive = no clear call, values can overlap the other calls
# TcdB GH inh – TcdB glycohydrolase inhibitors, primary screen, biochemical, single point, plate reader | Toxin B (Clostridioides difficile), P18177 | TcdB glycohydrolase enzymatic assay | inhibition, % at 9.99 µM | 350,000 tested, 0.24% active | AID 652162, 2013; in the data active = inhibition above about 10%
# PfHsp40 yeast – rescue of yeast from PfHsp40 toxicity, primary screen, S. cerevisiae, ATP luminescence; 340,000 tested, 0.68% active; growth rescue, % at 12.5 µM; AID 504582, 2011; S. cerevisiae expressing PfHsp40, growth rescue; in the data active = growth rescue above about 28%, passing the limit was not always enough; inconclusive = no clear call, values can overlap the other calls;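 note: yeast W303a lacking pdr1 and pdr3 grown in galactose medium; growth measured after three days at 30 °C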
# BoNT A protease – BoNT/A light chain protease inhibitors, primary screen, biochemical, flow cytometry, MLPCN library; inhibition, % at 10 µM; AID 588499, 2011; 360,000 tested, 0.17% active; multiplex microsphere protease substrate cleavage; Botulinum neurotoxin type A light chain protease (Clostridium botulinum A str. ATCC 3502); note: plate controls were buffer without enzyme for full effect and enzyme alone for no effect
# CCHF vOTU inh – CCHFV vOTU protease inhibitors, primary screen, biochemical, Pep-AMC substrate, fluorescence; inhibition, % at 11.5 µM; AID 651958, 2012; 370,000 tested, 0.55% active; in the data active = inhibition above about 30%; note: 0% = vehicle wells with enzyme and 100% = no enzyme wells
# Numbers without * were called inactive; ? = inconclusive; / = not tested or not shown; & = joins results of further samples. Cut-off read from the data, not from the text of the source, unless noted: active = inhibition above about 30%; inconclusive = no clear call, values can overlap the other calls; inactive = below that. Compounds as they come, and some 2.3% of all compounds hit somewhere here.
SMILES,Yp Topo-I inh,BoNT F protease,Anthrax LF prot,PrPC surface inh,FadD28 FP inh,TcdB GH inh,PfHsp40 yeast,BoNT A protease,CCHF vOTU inh
COc1ccc(Br)cc1-c1nc2c(c(=O)[nH]c(=O)n2Cc2ccccc2)n1C,5,-8,-7,6,1.1,0.5,0.3,0.5,-16
O=C(CN1CCCCCC1)Nc1ccc(Cl)cn1,-7,-1,-2,4,0.6,1.3,-0.6,-0.6,12
O=C(CN(CCc1ccccc1)C(=O)CNS(=O)(=O)c1ccccc1)NCC1CCCO1 (stereo not given),0,2,-11,-1,-1.9,/,1.5,0.8,7
O=C(CCNS(=O)(=O)c1cccc2nsnc12)NCCc1ccccc1,-3,-7,8,-37,-2.4,/,0.2,0.0,-11
C=CCSc1ncnc2sc(C)c(C)c12,-5,-11,-1,-4,-1.7,1.0,-0.5,-2.6,-9
CCN(CC)CC(=O)N1c2ccccc2Oc2c(c(=O)n(C)c(=O)n2C)C1c1cccc([N+](=O)[O-])c1 (stereo not given),-7,-4,-11,0,-0.1,0.9,0.0,-0.4,3
CCN(CC)CCCN(Cc1cc2cc3c(cc2[nH]c1=O)OCCO3)C(=O)Nc1ccccc1,-5,-3,1,-9,-3.1,/,-1.7,0.0,-13
Cc1cc(C)cc(-n2nnc(C(=O)NCc3ccc4c(c3)OCO4)c2N)c1,21,4,-2,9,-5.8,/,4.1,0.3,-7
S=C(Nc1ccc(Br)cc1Cl)NC1CCN(Cc2ccccc2)CC1,-13,1,-11,-3,-2.1,0.0,3.4,-1.1,4
CCC(=O)Nc1nnc(SCC(=O)c2ccc3c(c2)Cc2ccccc2-3)s1,-8,-6,3,3,-1.7,1.1,-1.8,0.5,0
c1ccc(COc2cccc(-c3cc4nc(NCCCn5ccnc5)ccn4n3)c2)cc1,4,-9,0,3,-1.8,-0.3,/,-0.6,3
c1ccc(-n2nnnc2NCCc2c[nH]c3ccccc23)cc1,2,-6,6,6,1.3,/,1.0,1.4,13
Cc1ccc(C)c(OCCC(=O)OCC(=O)Nc2ccc(C)c(S(=O)(=O)N3CCCCC3)c2)c1,16,0,2,8,1.0,1.2,1.8,2.9,9
N#CCc1ccnc2ccccc12,-10,-14,-10,7,0.2,1.4,0.2,-0.6,17
CNC(=O)C(C)c1ncc(C(F)(F)F)cc1Cl (stereo not given),-7,4,2,5,0.8,0.0,-1.2,0.5,12
COc1cccc(NC(=O)CN(C)C(=O)c2cc(C)oc2C)c1,1,0,2,0,-2.7,0.3,0.7,0.2,0
Cc1cccc(CSCCNC(=O)c2ccc(CN3CCOCC3)cc2)c1,17,-6,-1,6,-1.9,-0.7,-0.4,-0.9,-13
COc1cc(OC)c(CNC2CCCCCC2)cc1Br,1,3,-5,-2,-0.4,-1.5,-0.6,-0.7,1
CCOC(=O)C1=CN(Cc2ccco2)S(=O)(=O)N(CC)C1c1ccc(F)c(Cl)c1 (stereo not given),3,-6,-4,6,0.2,1.5,-0.8,-0.7,3
COc1ccc(NC(=O)COC(=O)CCCOc2ccc(Cl)cc2Cl)cc1Cl,-1,1,-1,1,-5.8,-0.4,-0.6,0.0,-4
O=C(Nc1nccs1)C1C2CC3OC(=O)C1C3C2 (stereo not given),-6,-5,-2,-4,-3.3,/,-0.1,0.0,13
COC(=O)c1ccccc1NC(=O)CN1CCC(C(=O)c2ccc3c(c2)OCCO3)CC1,14,-4,-7,-5,0.0,-0.4,-0.8,?,4
COC1=CC(=Cc2c(N)n3nc(CC(=O)N4CCCCC4)sc3nc2=O)C=C(OC)C1=O,7,28,13,-3,1.6,2.0,0.4,4.5,34*
O=C(NCc1nc2ccccc2[nH]1)C1=C[C@@H](c2csc3ccccc23)C[C@@H](OCc2ccc(CO)cc2)O1,22,-7,1,-3,-5.1,0.3&1.5,1.0,0.5,-3
CN(C)C(=O)CSc1nnc(C23CC4CC(CC(C4)C2)C3)o1,-11,-1,-12,-6,-3.2,/,-0.3,?,-11
Cc1ccc(NC(=O)CNC(=O)C23CC4CC(CC(C4)C2)C3)nc1,4,0,4,8,-0.2,-0.3,/,-0.2,14
COc1ccc(C(=O)C[n+]2ccccc2C)cc1,-5,-2,-1,-2,0.4,0.0,0.0,1.0,-5
COc1ccc(S(=O)(=O)Nc2ccc(-n3cnnn3)cc2)cc1Br,1,-1,-2,0,-0.4,0.9,0.6,0.8,4
CCN1CCN(C(c2cccs2)C(C)NC(=O)CC(C)C)CC1 (stereo not given),-1,9,-2,3,-1.3,/,1.8,0.5,-12
CCCNC(=O)c1onc(CS(=O)(=O)c2cc(C)cc(C)c2)c1C(=O)NCCC,1,0,-1,7,-2.3,0.2,-0.1,0.0,13
CCS(=O)(=O)c1ccc2oc(SCC(=O)NC34CC5CC(CC(C5)C3)C4)nc2c1,40,1,0,-1,2.3,/,-0.2,1.0,-2
OC(CNC1CCCCCC1)COc1cccc2ccccc12 (stereo not given),6,-24,3,5,-3.5,0.1,-0.2,-0.2,-6
CCOc1ccc(C(=O)OCC(=O)Nc2ccc(SC(F)F)cc2)cc1OCC,-9,0,-2,0,-0.4,/,-1.6,-0.2,-4
O=C(c1ccccc1NS(=O)(=O)c1cccs1)N1CCCC1,-6,-8,-6,-1,0.5,/,-0.8,-1.2,0
O=c1c(Cc2c(F)cccc2Cl)c(O)ccn1CCc1ccccn1,-2,-2,-5,-1,-1.9,0.4,0.6,-0.4,8
CC(NCC(=O)Nc1ccccc1C(=O)NC1CC1)c1cccc(C(F)(F)F)c1 (stereo not given),9,2,7,3,-2.2,1.6,1.8,-0.1,14
O=C1N=C(N2CCN(c3ccccc3)CC2)S/C1=C\c1cn[nH]c1-c1ccccc1,29,-18,-7,-7,-2.1,0.3,-0.2,-2.0,-5
CC1(c2ccccc2)CC(C)(C)n2c(O)c(C3=NC(=S)NC3=O)c3cccc1c32 (stereo not given),-4,2,2,0,-3.2,1.0,0.7,-0.8,9
Cc1c(Cl)sn(-c2ccc(Cl)cc2)c1=O,8,-1,-1,8,0.3,0.6,23,2.0,9
Cc1cccc(NCN2C(=O)c3ccccc3C2=O)c1,6,-1,-4,1,-1.6,/,0.0,0.3,1
O=c1cnn(Cc2ccc(Cl)c(Cl)c2)c2ccccc12,7,-3,-3,-8,-0.6,-0.2,-1.0,-2.5,9
Cc1csc(NC(=O)CSc2nnc(Cc3cccn3C)n2CCc2ccccc2)n1,17,0,-10,-2,-1.0,1.7,1.6,-0.5,-7
CC1CCc2nn(CC(=O)NCCCN3CCCC3=O)cc2C1 (stereo not given),4,-8,-1,6,-0.1,2.6,-2.3,-0.9,-5
COc1cccc(-c2csc(N3CCN(C(=S)Nc4ccccc4C)CC3)n2)c1,-4,-4,-9,-1,-0.7,-0.7,0.1,-0.7,6
c1ccc(-c2nc(SCc3nc4ccccc4[nH]3)c3oc4ccccc4c3n2)cc1,-11,-13,-5,0,/,-0.8,-0.6,-0.3,-1
COc1cccc(CNC(=O)Cn2ccc([N+](=O)[O-])n2)c1,1,-24,-4,-11,0.5,0.4,5.0,0.1,3
COc1ccc(CN(C)C(=S)Nc2ccc(Cl)cc2Cl)cc1,2,-2,1,3,0.4,1.9,7.8,-0.3,7
CCCc1cc(=O)oc2c(C)c(OC3CCCCC3=O)ccc12 (stereo not given),-3,2,-8,-10,-2.9,1.7,-0.9,-0.7,-2
CC(CCc1ccccc1)NC(=O)COC(=O)c1ccc([N+](=O)[O-])cc1 (stereo not given),-1,5,-7,-8,-0.6,-0.5,0.1,1.4,-6
COc1ccccc1-n1nnnc1SCC(=O)NCC1CCCO1 (stereo not given),12,5,-5,-2,-0.4,2.2,-0.2,1.6,4
Cc1ccc(-n2nnc3c(=O)n(CC(=O)N4CCC(C)CC4)cnc32)cc1,4,-8,0,/,-0.5,0.0,-0.1,-0.4,/
COc1cc(-c2noc(C3CCCN(C(=O)c4c(F)cccc4F)C3)n2)cc(OC)c1OC (stereo not given),3,?,14,8,-1.0,-0.8,1.6,-4.1,-4
Cc1cc(C)c(C(=O)N2CCCC(N3CCN(c4ccc(F)cc4)CC3)C2)o1 (stereo not given),27,-2,0,0,-0.1,2.3,0.3,-0.4,0
CN(CCOC(=O)/C=C/c1ccccc1)C(C)(C)C,1,-1,1,5,-4.0,-4.2,-0.8,-0.3,-11
COC1=C[C@@H]2[C@@H]3Cc4ccc(OC)c(O)c4[C@]2(CCN3C)CC1=O,2,-7,-1,-3,0.3,0.0,-0.1,-1.2,0
Cc1ccccc1OCC(=O)OCC(=O)Nc1ccc(S(N)(=O)=O)cc1,-2,-1,-3,2,0.1,1.2,-1.1,0.1,-9
Cc1ccc(OCC(=O)Nc2cccc3ccccc23)c([N+](=O)[O-])n1,-2,11,-2,1,-1.7,0.7,0.2,-1.4,4
Cc1cccc(N/N=C2/COC(C)(C)CC2=O)c1,0,-2,1,1,-0.5,0.7,-0.5,-0.9,0
Cc1ccc2c(c1)/C(=N/OS(=O)(=O)c1ccccc1)CCS2,0,?,-14,-1,0.6,/,-0.9,?,11
Cc1ccc(C(=O)Nc2ccc(S(=O)(=O)N3CCOCC3)cc2)cc1,-1,-3,2,9,-1.0,1.3,1.6,0.3,9

# Arranged by molecular weight (ascending): part of the list above
SMILES,Yp Topo-I inh,BoNT F protease,Anthrax LF prot,PrPC surface inh,FadD28 FP inh,TcdB GH inh,PfHsp40 yeast,BoNT A protease,CCHF vOTU inh
Cc1cccc(N/N=C2/COC(C)(C)CC2=O)c1,0,-2,1,1,-0.5,0.7,-0.5,-0.9,0
CN(CCOC(=O)/C=C/c1ccccc1)C(C)(C)C,1,-1,1,5,-4.0,-4.2,-0.8,-0.3,-11
COC1=C[C@@H]2[C@@H]3Cc4ccc(OC)c(O)c4[C@]2(CCN3C)CC1=O,2,-7,-1,-3,0.3,0.0,-0.1,-1.2,0
Cc1ccc(OCC(=O)Nc2cccc3ccccc23)c([N+](=O)[O-])n1,-2,11,-2,1,-1.7,0.7,0.2,-1.4,4
COc1cc(-c2noc(C3CCCN(C(=O)c4c(F)cccc4F)C3)n2)cc(OC)c1OC (stereo not given),3,?,14,8,-1.0,-0.8,1.6,-4.1,-4

# More structures.
SMILES,Yp Topo-I inh,BoNT F protease,Anthrax LF prot,PrPC surface inh,FadD28 FP inh,TcdB GH inh,PfHsp40 yeast,BoNT A protease,CCHF vOTU inh
COc1ccc(NC2=C(c3ccc(OC)cc3)C(=O)c3ccccc32)cc1,-5,-4,-2,-15,-0.5,-0.5,-1.0,0.3,6
COc1ccc(Nc2oc(COc3cccc(C)c3)nc2C#N)cc1,26,1,-6,11,0.6,/,8.3,0.4,20
CCN(C(=O)CSc1nnc2c3ccccc3n(CC)c2n1)C1CCS(=O)(=O)C1 (stereo not given),11,-2,0,-12,1.4,/,-0.4,-0.5,20
O=C(CCN1C(=O)c2cccc3cccc(c23)C1=O)NC1CCS(=O)(=O)C1 (stereo not given),-5,/,/,-27,-0.1,0.5,-0.2,/,-18
O=C(Nc1cc(S(=O)(=O)N2CCCCC2)ccc1O)c1ccccc1NS(=O)(=O)c1ccc(F)cc1,5&3,-2&-3,3&0,7&12,-1.7&2.4,2.3&2.1,2.3&1.0,0.0&-0.2,22&20
O=C(COC(=O)C1CC2C=CC1C2)Nc1c(Br)cc([N+](=O)[O-])cc1Br (stereo not given),-7,1,1,-31,-4.5,0.7,0.6,0.0,5
COc1ccc(-c2cnn(-c3ccccc3)c2N)cc1OC,3,-24,0,-3,0.6,/,-0.6,-0.4,2

# Compound activity from PubChem BioAssay.
